# Screening data as filed in PubChem BioAssay.
# TRHR agonist = qHTS for Small Molecule Agonists and Allosteric Enhancers of Human TRH Receptor: Primary Screen for Agonists | Thyrotropin-releasing hormone receptor (Homo sapiens), P34981 | TRHR cells, calcium flux fluo-8, FDSS agonist mode | activation, % at 2 µM | hit rate 0.18% among 360,000 | AID 493084, 2011; further: 0% is about no effect
# Target sequence (P34981 whole entry, looked up): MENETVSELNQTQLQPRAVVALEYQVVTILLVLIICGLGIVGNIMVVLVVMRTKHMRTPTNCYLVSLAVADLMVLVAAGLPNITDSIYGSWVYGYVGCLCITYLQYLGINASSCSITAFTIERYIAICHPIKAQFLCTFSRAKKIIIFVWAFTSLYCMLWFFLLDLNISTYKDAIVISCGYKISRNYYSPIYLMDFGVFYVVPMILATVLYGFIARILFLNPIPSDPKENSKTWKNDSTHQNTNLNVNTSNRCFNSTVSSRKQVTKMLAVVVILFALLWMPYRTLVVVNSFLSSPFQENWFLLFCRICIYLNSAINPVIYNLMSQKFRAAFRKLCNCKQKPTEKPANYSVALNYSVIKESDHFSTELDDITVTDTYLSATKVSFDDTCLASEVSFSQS
#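 Steps: seed TRHR cells overnight; add fluo-8 no-wash Ca dye, RT 30 min–1.5 h; record 10 s baseline; pin-transfer compounds; monitor fluorescence 1 cycle/s for the agonist window. Calcium increases flag candidate agonists.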
# D1 PAM = Potentiators of Human D1 Dopamine Receptor: qHTS. HEK293 TREx D1 cells, calcium flux, dopamine EC20 potentiation. potentiation, % at 10 µM. hit rate 0.036% among 360,000. AID 504651, 2011. D(1A) dopamine receptor (Homo sapiens), P21728; in the data active means potentiation above about 30%; further: 0% is about no effect
# Target sequence (P21728 whole entry, looked up): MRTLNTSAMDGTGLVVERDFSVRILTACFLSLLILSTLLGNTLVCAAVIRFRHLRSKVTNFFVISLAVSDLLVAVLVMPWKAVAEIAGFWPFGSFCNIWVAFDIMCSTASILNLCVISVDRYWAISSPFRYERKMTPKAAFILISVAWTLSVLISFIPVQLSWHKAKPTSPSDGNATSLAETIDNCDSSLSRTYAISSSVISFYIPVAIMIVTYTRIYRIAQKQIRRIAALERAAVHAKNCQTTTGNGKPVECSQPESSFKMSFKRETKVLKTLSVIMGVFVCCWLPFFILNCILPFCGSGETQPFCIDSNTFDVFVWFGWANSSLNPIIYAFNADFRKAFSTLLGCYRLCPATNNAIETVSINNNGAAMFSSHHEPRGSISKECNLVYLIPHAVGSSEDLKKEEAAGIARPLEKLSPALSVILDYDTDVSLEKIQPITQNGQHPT
# D2 antagonist = HTS Assay for Allosteric Antagonists of the Human D2 Dopamine Receptor: Primary Screen for Antagonists. inhibition, % at 10 µM. D(2) dopamine receptor (Homo sapiens), P14416. HEK293 TREx D2 cells, calcium flux, dopamine EC80. hit rate 2% among 340,000. AID 485344, 2010; in the data active means inhibition above about 30%; further: 0% is about no effect
#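 Tetracycline-induced HEK293 T-REx cells expressing D2 force-coupled to calcium signalling were dye-loaded, exposed to compound for 180 s, then challenged with an EC80 of dopamine; calcium flux was followed kinetically for a further 180 s.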
# D1 agonist = Allosteric Agonists of the Human D1 Dopamine Receptor: qHTS; hit rate 1% among 360,000; activation, % at 2 µM; HEK293 T-REx D1 cells, calcium flux, agonist mode; further: 0% is about no effect
#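 Tetracycline-induced HEK293 TREx D1 cells, force-coupled to calcium signalling, were dye-loaded with a no-wash calcium kit. Compound was pin-added after a 10 s baseline. Fluorescence was read kinetically at 1 cycle/s for 180 s, with calcium rises flagged as agonism.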
# D2 PAM = HTS Assay for Positive Allosteric Modulators of the Human D2 Dopamine Receptor: Primary Screen for Potentiators | hit rate 0.34% among 340,000 | D(2) dopamine receptor (Homo sapiens), P14416 | HEK293 T-REx D2, calcium flux, EC20 dopamine potentiation | AID 485347, 2010 | potentiation, % at 10 µM;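 active means potentiation over 3 SD above the plate norm, cut at about 30% in these data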; further: 0% is about no effect
#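 Potentiation of an EC20 dopamine calcium response measured kinetically over 180 s, after a preceding 180 s compound-only read flagging agonists. Cells: inducible Hek293 Trex D2 line, 4000/well, cultured overnight at 30 C before dye loading.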
# D1 antag = Antagonist of Human D 1 Dopamine Receptor: qHTS; D(1A) dopamine receptor (Homo sapiens), P21728; HEK293 TREx D1 cells, calcium flux, dopamine EC80; hits give low values; activity change, negative = inhibition, % at 10 µM; hit rate 3.2% among 360,000; in the data active means activity change below about -30%; further: on the % scale 0 is the no-effect control and ±100 the full control effect
#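 Antagonism measured as reduced calcium response to an EC80 dopamine addition following 180 s compound pre-read; cells were inducible HEK293 Trex D1 plated overnight at 30 C, read kinetically at 1 cycle/sec.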
# D2 ag = HTS Assay for Allosteric Agonists of the Human D2 Dopamine Receptor: Primary Screen for Agonists. HEK293 T-REx D2 cells, calcium flux agonist mode. activation, % at 2 µM. AID 485358, 2010. hit rate 0.53% among 340,000;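 active means activation over 3 SD above normal in the single-dose calcium agonist read, cut at about 30% in these data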; further: 0% is about no effect
#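 Calcium-flux readout, 1 cycle/sec over 180 s following compound pin transfer, in inducible HEK293 Trex D2 cells (force-coupled); dopamine controls included. Positive calcium responses during this window marked compounds as potential agonists.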
# RXFP1 antag = qHTS Assay for Antagonists of the Relaxin Receptor RXFP1. activity change, negative = inhibition, % at 57.5 µM. AID 1259400, 2018. HEK293-RXFP1, relaxin-stimulated cAMP HTRF, 30 min; hits give low values. hit rate 0.59% among 350,000. Relaxin receptor 1 (Homo sapiens), Q9HBX9;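 active means activity change of -60% or lower, but not beyond a set lower limit; inconclusive means change between -60% and -40%, or beyond the set limit; inactive means change above -40%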; further: on the % scale 0 is the no-effect control and ±100 the full control effect
# TRHR enhancer = qHTS for Small Molecule Agonists and Allosteric Enhancers of Human TRH Receptor: Primary Screen for Enhancers. hit rate 0.66% among 360,000. AID 493056, 2011. Thyrotropin-releasing hormone receptor (Homo sapiens), P34981. TRHR cells, fluo-8 calcium fluorescence, EC20 TRH enhancement. enhancement, % at 2 µM; in the data active means enhancement above about 30%; further: 0% is about no effect
#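 TRHR-expressing cells loaded with fluo-8 calcium dye were read kinetically (ex 480/em 530) during compound addition, then stimulated with an EC20 of TRH (10 nM final). Enhancement of the Gq-mediated intracellular calcium response was scored.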
# An asterisk follows results filed as active; ? = inconclusive; . = no result given. Unless noted, no stated cut-off is given here; in the data, active means activation above about 30%; inactive means the rest.
SMILES,TRHR agonist,D1 PAM,D2 antagonist,D1 agonist,D2 PAM,D1 antag,D2 ag,RXFP1 antag,TRHR enhancer
CC(=O)N(c1ccc(Cl)cc1)c1cn(C(C)=O)c2ccccc12,0.0,-3,-9,1,-2,2,-0.1,-1,-2
CCS(=O)(=O)c1ccc(-c2cccc(NC(=O)c3ccco3)c2)nn1,-0.1,-5,1,1,3,3,0.3,-16,-12
COc1ccc2c(=O)c(-c3ccccc3)c(C)oc2c1,0.0,-2,-23,0,11,-20,-0.4,-4,1
CCCOc1cccc(C(=O)N(Cc2sccc2C)C2CCS(=O)(=O)C2)c1 (stereo unspecified),-0.1,-3,.,1,1,6,1.7,-9,-4
COc1cccc(Cn2cnc3c(NS(=O)(=O)c4cc(Cl)ccc4Cl)c(C)c(C)cc32)c1,0.0,7,-20,2,1,11,0.7,3,6
Cc1nc(NC(=O)C(Cl)Cl)sc1C(=O)N(C)C,0.5,-5,2,4,-8,4,0.7,29,-3
N#CC1=C(N)Oc2n[nH]c(-c3ccccc3)c2C1c1cccc(OC(=O)N2CCOCC2)c1 (stereo unspecified),-0.7,4,-3,0,12,5,0.2,2,0
COc1ccc(-c2nn(-c3ccccc3)cc2/C=C2/SC(=S)N(CCC(=O)O)C2=O)cc1,0.8,-11,13,4,9,5,0.8,-6,16
COc1ccccc1NC(=O)COc1ccc(/C=N/NC(=O)CSCc2cc(C)cc(C)c2)cc1,0.5,9,-1,5,5,-4,-0.4,-5,9
COc1ccc(S(=O)(=O)N2CCC(C(=O)NCC3CCCO3)CC2)cc1Cl (stereo unspecified),-0.1,-8,-15,2,-2,-16,0.4,32,3
Cc1ccc(NC(=O)/C=C/c2ccccc2Cl)cc1Cl,0.9,-2,.,8,-9,-9,.,-10,-3
Cc1ccc(C(C(=O)NC2CCCCC2)N(C(=O)c2csnn2)c2ccccc2F)o1 (stereo unspecified),-0.2,-5,1,1,11,-4,0.1,-10,-4
CC(C)CC1NC(=S)N(Cc2ccccc2)C1=O (stereo unspecified),-0.2,-1,-3,3,0,-8,-1.7,7,5
N#Cc1c(N2CCCCC2)nc(N)c2c(N)nc3c(c12)CC(c1ccccc1)O3 (stereo unspecified),-0.3,4,-5,0,-2,-1,-0.2,2,-10
CCc1ccc(NC(=O)NCc2cccnc2)cc1,-0.9,2,7,-1,5,-4,0.4,-2,-3
O=C(Nc1ccccc1)c1ccc(NC(=O)c2cccs2)cc1,3.6,-2,5,2,13,6,0.5,-7,1
CCCCCOC(=O)C1=C(C)NC(=O)NC1c1ccccc1 (stereo unspecified),-0.5,-4,-22,3,10,-36*,-0.1,-8,-4
Cc1c(NC2(C#N)CCCC2)c(=O)n(-c2ccccc2)n1C,0.4,6,4,0,3,-5,-0.3,-1,-6
O=C(O)c1ccccc1C(=O)c1ccc(Oc2ccccc2)cc1,-0.4,2,5,2,1,3,2.7,3,1
Cc1oc(-c2ccccc2Cl)nc1CS(=O)CC(=O)NCc1cccs1 (stereo unspecified),-1.5,-2,3,-1,14,4,0.3,7,-1

# Looked up above.
# Result for N#Cc1c(N2CCCCC2)nc(N)c2c(N)nc3c(c12)CC(c1ccccc1)O3 (stereo unspecified) in TRHR agonist: -0.3
# Result for CC(=O)N(c1ccc(Cl)cc1)c1cn(C(C)=O)c2ccccc12 in D1 antag: 2
# Result for COc1ccc2c(=O)c(-c3ccccc3)c(C)oc2c1 in TRHR enhancer: 1
# Result for Cc1oc(-c2ccccc2Cl)nc1CS(=O)CC(=O)NCc1cccs1 (stereo unspecified) in D2 PAM: 14
# Result for Cc1nc(NC(=O)C(Cl)Cl)sc1C(=O)N(C)C in D2 PAM: -8
# Result for CC(C)CC1NC(=S)N(Cc2ccccc2)C1=O (stereo unspecified) in D1 PAM: -1
# Result for CCS(=O)(=O)c1ccc(-c2cccc(NC(=O)c3ccco3)c2)nn1 in D1 PAM: -5

# Carrying on:
SMILES,TRHR agonist,D1 PAM,D2 antagonist,D1 agonist,D2 PAM,D1 antag,D2 ag,RXFP1 antag,TRHR enhancer
O=S(=O)(c1ccc(Br)s1)N1CCN(CCOc2ccccc2)CC1,0.8,.,53*,18,-35,-2,43*,-20,-1
COc1ccccc1OCc1ccc(C(=O)NC(C)c2ccccc2)o1 (stereo unspecified),-1.4,6,-9,-1,1,10,-1.3,6,-7
CCOC(=O)N1CCC(NC(=O)C2CCN(C(=O)N3CCOc4ccccc43)CC2)CC1,0.1,-3,.,-2,.,-7,.,-12,0
Cc1ccc(NC(=O)CN(C)C(=O)Cn2c(=O)oc3ccccc32)cc1,1.6,-1,-2,0,7,-1,0.8,?,31*
CCc1ccc(Nc2n[n+](C)c(-c3ccc(C(=O)O)cc3)s2)cc1,-0.1,-7,22,2,-4,0,-0.2,.,-2
Cc1cc(C)cc(NC(=O)c2ccc(Cn3nc(C)c(Cl)c3C)o2)c1,0.4,0,-19,27,-18,10,0.3,-2,-6
CC(C)c1nc(N2CCCC2)c(C#N)c2c1CCCC2,-1.7,-2,3,1,-2,-1,0.1,-19,0
Cc1ccoc1C(=O)Nc1cccc2ccccc12,-0.2,-2,21,3,14,4,-0.3,2,6
COc1ccc(/C=N/NC(=O)c2nnn(-c3nonc3N)c2-c2cccs2)c(OC)c1,0.6,-3,-10,5,2,6,-0.8,-17,3
CCOC(=O)c1ccc2oc(=O)n(Cc3ccccc3)c2c1,-1.5,0,.,3,6,0,1.0,-8,12

# By substructure, the compounds so far containing a COOH group
SMILES,TRHR agonist,D1 PAM,D2 antagonist,D1 agonist,D2 PAM,D1 antag,D2 ag,RXFP1 antag,TRHR enhancer
COc1ccc(-c2nn(-c3ccccc3)cc2/C=C2/SC(=S)N(CCC(=O)O)C2=O)cc1,0.8,-11,13,4,9,5,0.8,-6,16
O=C(O)c1ccccc1C(=O)c1ccc(Oc2ccccc2)cc1,-0.4,2,5,2,1,3,2.7,3,1
CCc1ccc(Nc2n[n+](C)c(-c3ccc(C(=O)O)cc3)s2)cc1,-0.1,-7,22,2,-4,0,-0.2,.,-2

# More entries
SMILES,TRHR agonist,D1 PAM,D2 antagonist,D1 agonist,D2 PAM,D1 antag,D2 ag,RXFP1 antag,TRHR enhancer
CCOC(=O)N=Nc1c(O)n(CC(=O)OC)c2ccccc12,0.4,4,.,2,.,24,.,11,-4
COc1cc(NC(=O)CCc2c(C)[nH]c(=O)c(C#N)c2C)cc(OC)c1,0.1,-5,2,7,-10,26,-0.3,0,-2
CCN1CCCC1CNC(=O)CN1C(=O)COc2ccc(C)cc21 (stereo unspecified),0.3,-2,28,4,-3,3,0.1,.,-4
CCOC(=O)c1cc(OC(=O)c2cccc([N+](=O)[O-])c2)n(-c2ccccc2)n1,0.8,0,.,1,.,-22,.,2,-5
COc1ccc(NC(=O)c2[nH]c(C)c(C(C)=O)c2C)cc1Cl,-0.1,4,-11,-1,2,-6,-1.0,6,4
CS(=O)(=O)N1CCN(Cc2cc(=O)n3ccsc3n2)CC1,1.0,-4,7,3,6,-1,0.4,-14,0
Cc1c(CNC(=O)c2cnn3c2NC(c2ccccc2)CC3C(F)(F)F)cnn1C (stereo unspecified),-1.1,-3,-16,-1,-6,2,-0.4,-12,-2
Cc1ccc(N2CCN(CC(O)COc3cccc(C)c3)CC2)cc1 (stereo unspecified),0.5,-14,-3,12,-20,-24,0.9,-2,17
CCOc1ccc(OCC)c(NC(=O)C2CCN(c3nn4c(=O)cc(C)nc4s3)CC2)c1,-0.7,0,-5,1,-1,-1,-0.3,-28,2
CCOc1cccc(C2CC(=O)Nc3cc(OC)c(OC)cc32)c1 (stereo unspecified),1.6,-5,-15,10,6,-10,-0.1,.,5

# For convenience, part of the list above.
SMILES,TRHR agonist,D1 PAM,D2 antagonist,D1 agonist,D2 PAM,D1 antag,D2 ag,RXFP1 antag,TRHR enhancer
CCOc1ccc(OCC)c(NC(=O)C2CCN(c3nn4c(=O)cc(C)nc4s3)CC2)c1,-0.7,0,-5,1,-1,-1,-0.3,-28,2
CCOc1cccc(C2CC(=O)Nc3cc(OC)c(OC)cc32)c1 (stereo unspecified),1.6,-5,-15,10,6,-10,-0.1,.,5

# Next part.
SMILES,TRHR agonist,D1 PAM,D2 antagonist,D1 agonist,D2 PAM,D1 antag,D2 ag,RXFP1 antag,TRHR enhancer
CC(NC(=O)C1CCCC1)c1ccc(Br)cc1 (stereo unspecified),-0.7,4,-5,5,1,-3,0.8,1,-8
C=CCN1C(=O)/C(=C\c2cc(Br)c(OCc3ccccn3)c(OC)c2)SC1=S,0.5,-3,-18,3,7,6,0.5,5,6
CCOc1ccc(-c2ccc(SC)nn2)cc1,0.3,1,-6,8,-7,-5,-0.2,-7,4
CC(C)c1ccc(S(=O)(=O)c2nnn3c2nc(N2CCN(C)CC2)c2sccc23)cc1,0.3,-3,.,5,-7,-8,0.0,-16,-4
CC(Oc1ccc(Br)cc1)C(=O)N1CCN(c2ccccn2)CC1 (stereo unspecified),-0.7,-7,-8,1,-4,-24,4.8,-9,-5
COc1ccc(-n2c(Cc3cccn3C)nnc2SCC(=O)Nc2ccccc2)cc1,-0.3,-3,-2,-1,9,10,-1.3,-2,-5
O=C(c1ccc(Cl)cc1)C1CCCN(C(=O)c2csnn2)C1 (stereo unspecified),-0.6,-5,2,1,-4,-2,0.4,2,-3
CCOc1ccc(-n2c(C)cc(/C=C3/C(=N)N4C(=NC3=O)SN=C4S(C)(=O)=O)c2C)cc1,2.9,-5,-18,0,-10,0,-0.6,-6,2
CCCCn1c(SCc2nc3ccccc3s2)nc2ccccc2c1=O,0.5,8,-5,5,15,5,0.6,0,-3
O=C(O)/C=C\C(=O)Nc1ccccc1C(=O)NCc1ccccc1,0.2,4,-18,1,14,-1,1.0,9,-2
Cc1ccc(S(=O)(=O)NCCNC(=O)CN2CCOCC2)cc1,0.2,-2,-4,2,14,-1,-0.2,4,4
COc1ccc(S(=O)(=O)N(C)c2c(C)n(C)n(-c3ccccc3)c2=O)cc1OC,-1.2,0,2,2,1,4,0.1,-2,5

# With a hit mark in D1 antag, of those listed so far:
compound | D1 PAM | D2 antagonist | D1 agonist | D2 PAM | D1 antag | RXFP1 antag | TRHR enhancer
CCCCCOC(=O)C1=C(C)NC(=O)NC1c1ccccc1 (stereo unspecified) | -4 | -22 | 3 | 10 | -36* | -8 | -4
